Screens (PubChem BioAssay)
NALP3 yeast inh = NALP3 inflammasome inhibitors in reconstituted yeast, primary screen, luminescence, uHTS | Yeast reconstituted NLRP3/ASC/caspase-1, beta-gal luminescence, 24 h | inhibition, % at 10 µM | 330,000 compounds, 0.39% hits;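 active means inhibition of 50% or more; inactive means inhibition below 50%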;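 further: plate controls were induced DMSO wells for no effect and uninduced yeast grown without galactose for full effect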
MIN6 prolif = inducers of MIN6 beta-cell proliferation, primary screen, ATP luminescence, uHTS; 330,000 compounds, 0.29% hits; MIN6 cells proliferation, ATPlite luminescence, 48 h; cells starved in 0.2% serum; 100% = growth in 10% serum; proliferation, % at 10 µM;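 active means compounds whose signal lies at least 3.5 SD above the mean of all wells on their plate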;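 further: 0% = DMSO-treated cells in low-serum medium and 100% = 10% serum control; some compounds called inactive have numbers as strong as hits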
tim23-1 inh = growth inhibitors of tim23-1 mutant yeast, primary screen, luminescence, uHTS; S. cerevisiae tim23-1 growth, BacTiter-Glo luminescence, 24 h; 330,000 compounds, 1.3% hits; inhibition, % at 20 µM;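 active means growth inhibition of the mutant yeast at or above 50%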;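 further: temperature-sensitive mutant grown at 25 °C; plate controls were DMSO-treated mutant yeast for no effect and medium wells lacking yeast for full effect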
tim10-1 inh = growth inhibitors of tim10-1 mutant yeast, primary screen, luminescence, uHTS. S. cerevisiae tim10-1 ts strain growth, BacTiter-Glo, 24 h. inhibition, % at 20 µM. 330,000 compounds, 2.2% hits;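 active means inhibition of at least 40%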;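 further: mutant grown at 25 °C; 0% = DMSO wells with yeast and 100% = wells holding no yeast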
APJ ag = agonists of human apelin receptor APJ, primary screen, CHO-K1 cells, PathHunter beta-arrestin, luminescence; P35414; 0% DMSO wells, 100% apelin; activation, % at 20 µM; 330,000 compounds, 0.11% hits;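 active means activation more than six SD over the plate average, tested at 20 µM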;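 further: 0% = DMSO alone and 100% = apelin-13 at 10 nM; some results filed as inactive read as strong as hits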
Target sequence (P35414 whole entry, looked up): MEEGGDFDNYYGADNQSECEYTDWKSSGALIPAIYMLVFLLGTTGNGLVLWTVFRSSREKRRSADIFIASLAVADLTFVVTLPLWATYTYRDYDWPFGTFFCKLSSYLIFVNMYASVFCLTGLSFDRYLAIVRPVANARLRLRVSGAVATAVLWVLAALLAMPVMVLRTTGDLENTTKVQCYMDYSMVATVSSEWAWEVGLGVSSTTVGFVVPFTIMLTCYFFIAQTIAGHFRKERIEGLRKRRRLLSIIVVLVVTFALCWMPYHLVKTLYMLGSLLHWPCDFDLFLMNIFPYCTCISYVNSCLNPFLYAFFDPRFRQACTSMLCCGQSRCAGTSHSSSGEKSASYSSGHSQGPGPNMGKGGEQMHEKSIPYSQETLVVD
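Assay system: CHO-K1 APJ beta-arrestin complementation cell line / Compound: single test compound dose, 20 µM final, 1% DMSO / Times: overnight seeding, 90 min compound at 25 °C, 1 h detection / Technique: beta-gal luminescence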
TIM10 inh = growth inhibitors of isogenic TIM10 control yeast, primary screen, counter-screen for tim10-1 yeast inhibitor project, luminescence, uHTS. S. cerevisiae TIM10 strain growth, BacTiter-Glo luminescence, 24 h. inhibition, % at 10 µM. 330,000 compounds, 1.4% hits;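 active means inhibition of 40% or more at the single tested concentration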;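 further: wild-type TIM10 isogenic control strain grown at permissive 25 °C; 0% = DMSO yeast wells and 100% = minimal medium wells without yeast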
GRIN3A LBD mod = binders of NR3A ligand-binding domain, primary screen, biophysical, differential scanning fluorimetry, uHTS; Glutamate receptor ionotropic, NMDA 3A (GRIN3A) ligand-binding domain; Tm shift relative to glycine control, % at 25 µM; NR3A LBD differential scanning fluorimetry, Tm shift; 0% = protein alone, 100% = glycine-bound protein; 340,000 compounds, 2.5% hits; AID 1259313, 2017;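 active means melting temperature shift of at least 10% of the positive control shift, at one fixed dose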
MPTP block = mitochondrial permeability transition pore inhibitors, primary screen, biochemical, isolated mouse mitochondria, absorbance. Ca2+ swelling absorbance, 30 min. inhibition, % at 10 µM. 360,000 compounds, 1.4% hits;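 active means inhibition of 50% or more, scaled per plate between neutral and stimulator controls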;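 further: 0% = DMSO wells given calcium and 100% = 1 mM EGTA wells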
APJ antag = antagonists of human apelin receptor APJ, primary screen, CHO-K1 cells, beta-arrestin complementation, luminescence; inhibition, % at 20 µM; 330,000 compounds, 0.32% hits;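 active means inhibition above about 40% at 20 µM, limit read from the data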;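 further: cells challenged with 10 nM apelin-13 agonist together with compound; plate controls were apelin-13 plus DMSO wells for no effect and DMSO wells lacking apelin-13 for full effect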
* = called active by the depositor; . = no result given.

Start of the data: the first two entries as a preview:
SMILES	NALP3 yeast inh	MIN6 prolif	tim23-1 inh	tim10-1 inh	APJ ag	TIM10 inh	GRIN3A LBD mod	MPTP block	APJ antag
Cc1ccc(NC(=O)CN(C)C(=O)c2ccc(Cl)nc2)cc1	9	0	-5	-14	0	-21	4	0.3	-22
COc1ccc(N2CC(C(=O)Nc3nc4ccc(OC)cc4s3)CC2=O)cc1 (stereo not drawn)	15	-4	34	33	-3	-5	-2	0.8	5

Main list, from the first entry:
SMILES	NALP3 yeast inh	MIN6 prolif	tim23-1 inh	tim10-1 inh	APJ ag	TIM10 inh	GRIN3A LBD mod	MPTP block	APJ antag
Cc1ccc(NC(=O)CN(C)C(=O)c2ccc(Cl)nc2)cc1	9	0	-5	-14	0	-21	4	0.3	-22
COc1ccc(N2CC(C(=O)Nc3nc4ccc(OC)cc4s3)CC2=O)cc1 (stereo not drawn)	15	-4	34	33	-3	-5	-2	0.8	5
OCc1c[nH]c2ccccc12	22	-6	28	11	3	25	-1	-2.4	15
COCCCNC(=S)N1CCN(c2ccc([N+](=O)[O-])cc2)CC1	13	-2	-6	1	-1	-2	-3	0.5	6
CCNC(=S)NNC(=O)Cc1ccccc1	-8	0	-1	11	1	-6	1	1.6	-15
COCC(C)NC(=O)c1cccc(Cl)c1 (stereo not drawn)	5	-1	-8	9	-2	8	1	5.9	14
COc1ccc(Cl)cc1NC(=S)NNC(=O)CC(C)C	22	-1	2	3	-5	11	0	0.2	17
Cc1cccc(C)c1NC(=O)CN(C)C(=O)C1CCCCC1	15	-2	-10	3	-2	-4	1	-0.1	-49
O=C(N/C=C/c1ccco1)OCc1ccccc1	11	0	10	4	-2	5	-1	-0.1	2
CCCc1[nH]nc2c1C(c1ccc(OC(=O)N3CCOCC3)cc1)C(C#N)=C(N)O2 (stereo not drawn)	5	-3	22	5	-1	4	-2	1.4	19
CC(C)(CNS(=O)(=O)c1ccc(Br)s1)N1CCOCC1	-1	-1	4	-4	-4	4	0	-3.0	12
Cc1c(O)nc2ccccn2c1=O	8	2	-1	-1	0	17	-1	1.9	2
COC(=O)[C@H](Cc1ccccc1)NC(=O)Nc1ccc(C)cc1	5	0	15	18	-4	14	2	-0.7	14
CCCCC(=O)N(Cc1ccc2c(c1)OCO2)Cc1nc2ccccc2c(=O)[nH]1	14	-2	14	8	-2	-2	-1	0.2	19
Cc1ccc(S(=O)(=O)N2CCCC2C(=O)OCc2ccco2)cc1 (stereo not drawn)	7	-2	14	21	-1	13	-1	1.0	13
C/C(=N\OC(=O)c1ccc(Br)cc1)c1ccccn1	13	-4	20	17	-2	-1	-1	-0.8	3
COc1ccc(CCNC(=O)c2nnn(CC(=O)Nc3ccc(C)cc3C)c2N)cc1OC	12	-4	4	-14	8	5	8	-0.4	-17
Cc1cccc(N=C2NC(=O)S/C2=C\c2ccco2)c1	12	-5	4	28	-4	19	-7	71*	16
C=COCCn1c(=N)n(CCC)c2ccccc21	15	1	0	2	0	-8	1	-0.9	9
CCOc1cc(CNc2ccc3[nH]c(=O)[nH]c3c2)ccc1OCC(=O)NC(C)(C)C	6	-2	-7	20	2	19	-1	-5.3	-21
Cc1ccc(S(=O)(=O)NCCOc2nc(N(C)C)nc(N3CCOCC3)n2)cc1	19	2	-15	-15	6	-29	-4	-1.6	-1
CN(Cc1ccccc1)C(=O)COC(=O)C1=NNC(=O)CC1	4	0	5	-11	-3	1	2	0.4	6
Cc1ccc(NS(=O)(=O)c2ccccc2F)cc1S(=O)(=O)N1CCCCC1	14	0	27	25	-5	22	-1	-0.6	-2
COc1ccc(N2C(=O)NC3CC2(C)Oc2ccccc23)cc1OC (stereo not drawn)	15	0	-1	6	1	-1	1	-0.7	7
Cc1ccc(C)c(NC(=O)CSc2nnc(CNC(=O)c3ccco3)o2)c1	0	-1	-7	0	0	-10	-2	-0.7	9
c1ccc(-n2nnnc2-c2cnc(-c3cccnc3)nc2-c2cccs2)cc1	-7	-2	28	7	-5	5	1	-0.4	16
N#Cc1nc(-c2ccco2)oc1NCCc1ccccc1	46	0	-16	17	3	65*	10	-3.3	-3
COc1cc2c(cc1NC(=O)COC(=O)/C=C/c1ccc([N+](=O)[O-])cc1)oc1ccccc12	-2	2	-2	2	1	-11	-2	-1.8	-9
Cc1ccc(SCCNS(=O)(=O)c2ccc3c(c2)OCCO3)cc1	19	1	55*	52*	-1	51*	-15	0.2	-7
CCOc1cccc(-c2nnc(SCC(=O)NC3CC3)n2C)c1	9	2	7	6	7	2	1	-1.6	13
CC(C)Cn1c(N)c(C(=O)COC(=O)c2cc(C3CC3)nc3ccccc23)c(=O)n(C)c1=O	21	-7	30	27	2	20	-1	.	-11
O=C(CSc1ccc2c(c1)OCCO2)Nc1ccc(Cl)cn1	30	0	4	21	-2	9	0	2.2	4
O=C(CSc1nc2ccccc2c(=O)[nH]1)N1CCN(c2ccccc2F)CC1	-2	-3	16	-26	-1	-22	0	-0.8	11
CS(=O)(=O)Nc1nnc(C2CCCC2)s1	13	1	12	13	-3	-3	4	1.2	-20
COc1cc(S(=O)(=O)Nc2ccccc2C)ccc1NC(=O)c1ccncc1	1	-2	3	14	0	7	-1	0.9	21
CN(c1ccccc1)S(=O)(=O)c1cccc(C(=O)Nc2cccc(C(=O)NC3CC3)c2)c1	29	-2	21	7	-2	1	3	1.5	-2
COC(=O)CSc1nc(C)c(Oc2ccccc2)c(=O)[nH]1	13	2	12	8	-1	1	-1	-0.2	-3
COCCNC(=S)N1CCC(NC(=O)c2ccco2)CC1	11	1	9	-5	-1	4	2	-2.8	5
O=C(Cc1csc(-c2ccccc2)n1)NCC(=O)Nc1ccc(F)c(F)c1F	19	-1	21	6	1	2	-1	0.3	4
CCN(C[C@H]1N[C@@](C)(C(=O)OC)[C@H]2C(=O)N(Cc3ccccc3)C(=O)[C@@H]12)C(=O)Nc1ccc(C)cc1	0	3	1	15	-1	11	2	0.1	-3
COC(=O)c1ccc2c(c1O)C(=O)c1ccccc1C2=O	54*	-6	77*	80*	9	91*	1	0.3	-11
CCC(C(=O)NCc1ccco1)N(C(=O)CNS(=O)(=O)c1ccc(F)cc1)c1ccccc1F (stereo not drawn)	6	2	17	6	-3	-9	-1	-0.8	8
O=C(OCC(=O)N1CCCC1=O)c1ccc(Cl)cc1[N+](=O)[O-]	12	-4	15	3	4	-3	.	-1.5	8
COc1ccc(C(=O)CSc2nnc(CN3CCCC3)n2-c2ccc(F)cc2)c(OC)c1	17	-1	37	23	-4	38	0	0.8	-10
Cc1ccc(OCc2cc(C(=O)N3CCN(C)C[C@@H]3c3ccccc3)no2)cc1C	26	-2	34	37	-5	12	0	0.8	8
CN(C)S(=O)(=O)c1cc(NC(=O)[C@H](Cc2ccccc2)N2C(=O)c3ccccc3C2=O)ccc1Cl	5	0	20	9	4	5	-6	0.1	9
CCOC(=O)c1cnc(SC)nc1Oc1cccc(NC(=O)c2cccc(Cl)c2Cl)c1	15	0	18	14	-3	-6	3	2.4	12
CCn1cc(C(=O)OC)c(=O)c2cc(S(=O)(=O)N(C)C3CCCCC3)ccc21	20	-5	9	7	1	-6	-4	-1.5	5
COc1ccc(C(C)=O)c2c(O)cccc12	3	1	-3	18	-1	2	-2	3.9	-66
Cn1c(SCC(=O)N/N=C/c2ccc([N+](=O)[O-])s2)nnc1-c1ccc(Cl)cc1	28	-3	62*	23	4	81*	8	-4.5	-36
COc1ccc(CNC(=O)C/C(C)=N/NC(=O)C(c2ccccc2)c2ccccc2)cc1	4	1	12	14	3	10	0	0.1	-1
CCN1C(=O)c2cccc3c(S(=O)(=O)NC(Cc4ccccc4)C(=O)O)ccc1c23 (stereo not drawn)	20	-1	6	6	1	-8	-2	0.4	-9
Cc1nc(C(C)NC(=O)c2cc(COc3ccc(C)c(C)c3)on2)c(C)s1 (stereo not drawn)	8	-4	26	36	-2	13	4	1.2	26
CCC(C)(c1ccc(C=O)s1)c1ccc(C=O)s1	4	-4	25	15	1	-3	-3	-0.5	0
Cc1cccc(C(=O)NCC(c2ccco2)N2CCc3ccccc32)c1 (stereo not drawn)	21	-6	29	25	-3	20	-5	-2.4	-57
Cc1nnc2ccc(-c3ccc(NS(=O)(=O)c4ccc(F)cc4F)cc3)nn12	15	0	18	8	5	-8	1	-1.6	11
C=CCNC(=O)NC(=O)COC(=O)c1nc2nccc(C)n2n1	-4	-1	13	-8	-1	2	0	-1.7	6
CCCCc1ccc(NS(=O)(=O)c2cccs2)cc1	27	-4	41	41*	1	33	-10	-2.3	10
O=C(Nc1ccc2c3c(cccc13)CC2)c1cccc([N+](=O)[O-])c1	37	0	19	32	0	19	-6	0.6	10
CCCn1cc(CN2CCC(C(=O)Nc3cccc(-c4cscn4)c3)CC2)c(C)n1	15	-1	4	5	-1	9	-1	-0.1	7
(listing goes on)
SMILES	NALP3 yeast inh	MIN6 prolif	tim23-1 inh	tim10-1 inh	APJ ag	TIM10 inh	GRIN3A LBD mod	MPTP block	APJ antag
CC(C)NC(=O)c1ccc2c3n(nc2c1)-c1ccccc1CO3	20	-9	26	36	-1	24	3	0.6	7
CN1/C(=C\C(=O)COC(=O)c2nccnc2N)C(C)(C)c2ccccc21	22	-3	16	13	4	1	4	-0.5	-18
O=C(CSc1ccc(C(F)(F)F)cc1[N+](=O)[O-])N1CCOCC1	13	-4	2	2	-2	-3	0	0.2	-24
CN(Cc1nccs1)C(=O)CC1C(=O)NCCN1Cc1ccc(-c2ccccc2)cc1 (stereo not drawn)	7	-3	6	11	-4	-8	0	0.3	4
COc1ccc(NC(=O)C(=O)NCCN2CCN(C(=O)c3ccco3)CC2)cc1	7	-2	-4	-1	-3	-14	-1	0.8	-1
COc1ccccc1N1C(=O)c2ccc(C(=O)Nc3ccc(F)cc3)cc2C1=O	26	0	-1	-12	-4	-2	-5	1.8	12
CC1=NN(C(=O)COc2ccc(C)c(C)c2)C(O)(c2ccccc2)C1 (stereo not drawn)	3	-2	25	12	2	-12	-3	1.0	-7
C/C(CC(=O)Nc1ccccn1)=N\NC(=O)c1cccc(C)c1	10	0	-1	2	-2	9	-2	-3.2	0
CCCCn1c(SCC(=O)Nc2cc(C)on2)nnc1-c1ccco1	-2	0	0	13	-4	-11	1	-1.3	6
CC(=O)N1CCN(S(=O)(=O)c2cccc(C(=O)NCCc3ccc(Cl)cc3)c2)CC1	13	0	-8	-17	-8	-1	2	-1.6	1
CC(C)(C)c1ccc(/C=N/NC(=S)NCc2ccccc2)cc1	13	-5	-2	-4	-2	3	-4	2.1	-3
O=C(c1cccc(F)c1)N1CCN=C1SCc1cccnc1	11	-6	4	-22	-3	-1	-4	-0.9	-10

Full records as entered above. Order of values: NALP3 yeast inh, MIN6 prolif, tim23-1 inh, tim10-1 inh, APJ ag, TIM10 inh, GRIN3A LBD mod, MPTP block, APJ antag
`CC(C)(C)c1ccc(/C=N/NC(=S)NCc2ccccc2)cc1` is entered as 13, -5, -2, -4, -2, 3, -4, 2.1, -3
`O=C(CSc1ccc(C(F)(F)F)cc1[N+](=O)[O-])N1CCOCC1` is entered as 13, -4, 2, 2, -2, -3, 0, 0.2, -24
`CC(=O)N1CCN(S(=O)(=O)c2cccc(C(=O)NCCc3ccc(Cl)cc3)c2)CC1` is entered as 13, 0, -8, -17, -8, -1, 2, -1.6, 1
